Compound activity (PubChem BioAssay)
PhoP inhibition: inhibitors of PhoP regulon expression, primary screen, Salmonella Typhimurium, GFP reporter (AID 1863); 0.16% of 300,000 active; inhibition, % at 50 µM; hits with a dose series show IC50 in µM; S. Typhimurium PhoP-regulated promoter GFP reporter, 4 h; higher % means a stronger effect;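 active = inhibition over 29.93%, a cutoff 3 SD above the screen mean, later confirmed by dose response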;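 note: 0% = low Mg2+ inducing control and 100% = high Mg2+ repressing control; strong numbers were not always called active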
T cell modulator: modulates CD8 T cell binding to vesicles | 2C CD8+ T cell-vesicle binding, flow cytometry; active compounds read low | calls only at 7 µM | 0.068% of 330,000 active | AID 2052;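 active = response, share of CD8 T cells binding vesicles, and their 90th percentile fluorescence all below set limits, cut at about 80% in these data, passing the limit was not always enough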
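Material: murine 2C transgenic CD8+ T lymphocytes / Also added: QL9-peptide-loaded Drosophila micro-vesicles bearing Ld, ICAM-1 and B7-1 / Schedule: binding step 1.5 h, 37 °C, antibody labelling 20 min, ice / Signal: flow cytometry, PE anti-B7-1 (FL2) versus Alexa647 anti-CD8 (FL8), PFA-fixed / Evaluation: percent CD8+ FL2 mean versus row control / Benchmarks: naked versus QL9-loaded vesicles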
West Nile virus CPE: inhibition of WNV-induced cytopathic effect – cell-based, CPE readout (AID 1621); West Nile virus-infected cells, CPE inhibition; higher % means a stronger effect; CPE inhibition, % at 10 µM; hits with a dose series show IC50 in µM; 0.02% of 290,000 active; in the data active = a potency from the dose series; note: strong numbers were not always called active
NTR1 ag: NTR1-driven beta-arrestin-GFP spot formation – imaging, U2OS cells, high content, primary screen (AID 493036); agonist mode; activation, % at 20 µM; 0.17% of 330,000 active;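 active = activation at or above 40% of the spot to cytoplasm intensity ratio, with at least 20 cells analyzed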;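 note: 0% = DMSO without peptide and 100% = 100 nM NTR1 peptide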
Target sequence (P30989 whole entry, looked up): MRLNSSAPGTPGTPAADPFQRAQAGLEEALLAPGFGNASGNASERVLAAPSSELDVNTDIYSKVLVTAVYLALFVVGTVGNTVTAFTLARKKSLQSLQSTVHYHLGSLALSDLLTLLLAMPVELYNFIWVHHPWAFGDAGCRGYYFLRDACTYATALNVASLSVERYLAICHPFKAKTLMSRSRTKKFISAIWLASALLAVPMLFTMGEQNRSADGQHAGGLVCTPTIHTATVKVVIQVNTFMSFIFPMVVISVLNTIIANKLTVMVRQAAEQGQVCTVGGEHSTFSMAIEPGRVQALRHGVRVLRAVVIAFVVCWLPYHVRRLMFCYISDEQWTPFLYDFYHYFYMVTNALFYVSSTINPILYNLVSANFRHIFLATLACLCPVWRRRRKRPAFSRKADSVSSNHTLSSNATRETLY
KOR beta-arrestin-1: kappa opioid receptor blockers – cell-based, luminescence, uHTS (AID 1778); 0.091% of 290,000 active; inhibition, % at 10 µM, or IC50 in µM where a hit was titrated; KOR beta-arrestin recruitment, luminescence, antagonist mode; higher % means a stronger effect; in the data active = inhibition above about 50%; note: strong numbers were not always called active
KOR beta-arrestin-2: KOR agonists, beta-arrestin recruitment, primary screen, cell-based, luminescence, uHTS (AID 1777). one-dose activation, % at 10 µM; EC50 in µM for titrated hits. KOR beta-arrestin recruitment, luminescence; higher % means a stronger effect. 0.02% of 280,000 active; in the data active = activation above about 50%, passing the limit was not always enough; note: a part of the inactive calls stands beside numbers as strong as those of hits
GPR35 antagonists: GPR35 antagonists blocking zaprinast-driven arrestin recruitment, primary screen, imaging, U2OS, beta-arrestin-GFP, zaprinast agonist (AID 2058) | inhibition, % at 10 µM, or IC50 in µM where a hit was titrated | U2OS GPR35 beta-arrestin-GFP translocation imaging, zaprinast antagonism; higher % means a stronger effect | 0.052% of 290,000 active;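 active = inhibition of at least 50% with at least 30 cells and total cytoplasm GFP at most 10,000,000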
GPR55 antagonists: inhibition of LPI-stimulated GPR55 beta-arrestin translocation – imaging, U2OS, beta-arrestin-GFP, LPI agonist, primary screen (AID 2013); one-dose inhibition, % at 10 µM; IC50 in µM for titrated hits; 0.13% of 290,000 active; U2OS GPR55 beta-arrestin-GFP translocation imaging, LPI antagonism; higher % means a stronger effect;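 active = spots per cell inhibited over 60%, with over 100 cells counted and total cytoplasm intensity under 500,000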;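 note: U2OS cells stably carrying GPR55 and arrestin-GFP stimulated by 5 µM LPI near EC80; imaged beta-arrestin-GFP aggregate spots per cell after agonist stimulation; plate controls were LPI-stimulated DMSO wells for no effect and DMSO wells without LPI for full effect; some results filed as inactive read as strong as hits; confirmed hits need IC50 under 10 µM and bright autofluorescent wells are also inconclusive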
GPR55 activation: GPR55 agonists via beta-arrestin recruitment, primary screen, imaging, U2OS cells, beta-arrestin-GFP redistribution (AID 1961); U2OS GPR55 beta-arrestin-GFP redistribution imaging; higher % means a stronger effect; one-dose activation, % at 10 µM; EC50 in µM for titrated hits; 0.048% of 290,000 active;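 active = activation above 40% with more than 50 cells counted in the well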;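 note: U2OS osteosarcoma cells stably expressing GPR55 and beta-arrestin-GFP; plate controls were DMSO negative control for no effect and LPI positive control for full effect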
T cell modulator vesicle-bound %: also measured in T cell modulator; calls as there; double positive events, %; measured here: CD8+ vesicle-bound cell fraction;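 binding gate set so that unloaded-vesicle control wells show 10% double positive cells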
NTR1 ag cell count 20 µM: recorded beside NTR1 ag, whose call it bears; cell count; measured here: cell count, cytotoxicity flag
* = called active by the depositor; i = inactive; nt = not tested or not shown; [ ] = remark or other dose. Only part of the results is shown. The share of hits here may be higher or lower than overall.

Structure	PhoP inhibition	GPR35 antagonists	KOR beta-arrestin-2	NTR1 ag	GPR55 antagonists	NTR1 ag cell count 20 µM	T cell modulator	West Nile virus CPE	GPR55 activation	T cell modulator vesicle-bound %	KOR beta-arrestin-1
CC(=O)Nc1ccccc1C(=O)C(=O)Nc1cccc(C(=O)N2CCC3(CC2)OCCO3)c1	9.3%	8.2%	-1.5%	-0.7	7.1%	48	i	0.0%	-0.1%	17.8	3.8%
COc1ccc(Cl)cc1N=Cc1c(O)n(C)c(=O)n(C)c1=O	-2.2%	2.9%	-0.6%	1.1	3.3%	84	i	-0.4%	-0.1%	27.1	4.8%
CCN1CCN(c2nc([N+](=O)[O-])nn2C)CC1	-3.1%	1.8%	4.3%	0.5	-3.9%	55	i	-0.2%	0.3%	41.9	4.1%
CN(C)C(=O)Nc1cccc(OC(=O)N(C)C)c1	0.3%	-5.1%	-1.7%	0.1	-2.6%	99	i	0.6%	0.3%	24.2	11.9%
O=[N+]([O-])NC1=NCCN1Cc1ccc(Cl)nc1	-0.7%	2.4%	1.3%	-0.6	-1.3%	60	i	0.1%	-0.1%	14.2	-8.3%[20 µM]
O=c1[nH]c(=S)[nH]c(O)c1C(c1ccccn1)c1c(O)[nH]c(=S)[nH]c1=O	6.0%	-1.3%	-3.2%	1.4	8.1%	89	i	-0.6%	0.3%	60.3	-3.4%
NP(=O)(OCCCc1ccccc1)Oc1ccccc1 (stereo not drawn)	-12.7%	-9.6%	-0.9%	3.1	1.3%	86	i	-1.1%	-0.1%	29.8	-10.7%[20 µM]
CC1(C(O)(C#CCN2CCCCC2)c2ccccc2)CCCC1 (stereo not drawn)	-8.1%	5.1%	-2.1%	1.8	11.7%	52	i	-1.7%	-0.4%	32.4	13.7%
CCOC(=O)CCN=Cc1c(O)n(-c2ccc(Br)cc2)c(=O)[nH]c1=O	-6.1%	-3.8%	-1.8%	-3.5	-5.4%	80	i	-0.1%	-0.2%	42.9	4.0%
CCOC(=O)C1C(=O)NC23CCCC2C1c1ccccc1O3 (stereo not drawn)	-1.2%	12.9%	-4.0%	-0.4	-1.9%	97	i	0.3%	-0.1%	36.6	0.6%
CCc1ccccc1NC(=O)CSc1nnc([C@@H](N)Cc2c[nH]c3ccccc23)o1	0.2%	-13.2%	3.8%	-1.9	12.0%	80	i	0.5%	0.2%	24.4	-22.7%
CC1CC(NC(=O)C2C3CCC(O3)C2C(=O)O)CC(C)(C)C1 (stereo not drawn)	5.8%	-2.5%	-1.9%	0.2	11.4%	41	i	0.0%	-0.1%	6.1	8.3%
O=C(Cn1cc(C(=O)c2ccccc2)c2ccccc21)NCc1ccco1	3.7%	-4.0%	5.8%	1.7	-9.7%	64	i	0.8%	0.2%	42.1	-8.8%
CC1CCCN(C(=O)CCl)C1 (stereo not drawn)	-4.6%	19.5%	-4.2%	-0.7	6.2%	85	i	0.7%	-0.2%	40.9	15.6%
C=CCN1C(=O)/C(=C/c2cc(C)n(-c3ccccn3)c2C)C(=O)NC1=S	-22.9%	1.2%	0.6%	0.4	4.7%	62	i	-0.1%	-0.2%	11.6	-3.5%
Cc1c(C=C2C(=O)N(C)C(=O)N(C)C2=O)c(=O)n(-c2ccccc2)n1C	-11.8%	9.7%	-0.8%	-1.2	8.1%	77	i	-0.3%	0.5%	46.6	nt
Clc1cccc(Cl)c1C1N2CCCN12 (stereo not drawn)	-1.1%	17.9%	0.0%	-2.1	5.9%	98	i	0.3%	0.0%	21.1	-14.2%
CCN1CCN(Cc2cc(Br)cc(OC)c2O)CC1	15.2%	10.7%	-3.4%	-0.3	4.0%	68	i	0.2%	0.1%	5.7	20.5%
COc1cccc(C(=O)C2CCCN(Cc3cnn(C(C)C)c3)C2)c1 (stereo not drawn)	-9.2%	2.9%	-2.6%	-1.2	2.4%	78	i	-0.6%	-0.2%	34.5	15.4%
Cc1ccc(NC(=O)CSc2nnc([C@@H](N)Cc3c[nH]c4ccccc34)o2)c(C)c1	12.7%	5.3%	-2.1%	-2.5	-12.3%	102	i	0.2%	0.0%	23.6	-23.3%
O=C1CN(C(=O)CN2CCCCC2)C(c2ccccc2)c2cc(Br)ccc2N1 (stereo not drawn)	-7.5%	-9.7%	-1.9%	0.1	11.7%	87	i	-0.5%	-0.1%	37.4	-16.5%
O=C1NC(=O)N(c2ccccc2)C(=O)/C1=C/c1ccc([N+](=O)[O-])s1	1.6%	5.1%	-6.2%	-0.1	6.1%	47	i	-0.2%	0.1%	42.3	14.0%
CCOc1ccc(CC2C(=O)NC(=O)N(c3ccc(CC)cc3)C2=O)cc1 (stereo not drawn)	-4.7%	9.4%	-2.3%	-1.1	-1.0%	81	i	0.5%	0.0%	23.5	21.8%
CC1(C)NC(=O)[C@H]2CCCN21	3.1%	nt	nt	1.5	nt	70	i	0.1%	nt	31.6	nt
C=CCn1c(O)c(C(CC)=NC2CC2)c(=O)[nH]c1=O	8.3%	8.4%	-0.4%	-0.3	nt	82	i	-0.4%	0.0%	38.7	-1.9%
O=c1c2ccccc2nc(Cc2ccccc2)n1-c1cccc(O)c1	-2.4%	12.7%	0.4%	-1.1	11.5%	59	i	0.5%	0.3%	28.2	2.2%
CC1CN=C(NCc2ccncc2)S1 (stereo not drawn)	-8.4%	-5.9%	7.3%	2.0	2.0%	40	i	0.6%	0.2%	47.7	18.3%
CCOC(=O)/C(CCCN(CC)CC)=N\O	-10.1%	22.2%	-2.1%	1.1	2.6%	56	i	-0.2%	-0.2%	15.2	5.9%
CCOC(=O)c1ccc(NC(=O)c2c(O)[nH]c(=O)[nH]c2=O)cc1	-304.8%	8.9%	0.0%	0.2	13.9%	45	i	nt	-0.3%	7.1	-0.7%
NC1C2CN3CCN(C2)CC1(c1ccccc1)C3 (stereo not drawn)	-11.1%	-1.9%	2.5%	-1.0	13.2%	63	i	-0.2%	1.0%	29.3	18.4%
Clc1ccc(CO/N=C(\Cn2ccnc2)c2ccc(Cl)cc2Cl)c(Cl)c1	1.0%	nt	nt	23.0	nt	42	i	1.6%	nt	19.9	nt
CCOc1ccccc1CNCCc1ccc2c(c1)OCO2	2.9%	-1.4%	-3.2%	-0.2	12.5%	57	i	-1.3%	0.2%	50.9	13.3%
O=C1C(Cc2cnc[nH]2)NC(=S)N1c1ccccc1 (stereo not drawn)	11.4%	-15.8%	1.2%	-0.4	-4.6%	81	i	-0.5%	-0.2%	47.1	5.8%
CSc1ncc(CN2CCCC(C(=O)c3sccc3C)C2)cn1 (stereo not drawn)	16.3%	9.9%	-7.6%	-1.6	3.1%	89	i	-0.6%	-0.1%	61.1	4.0%
COc1cccc(N=Nc2c(O)[nH]c(=S)[nH]c2=O)c1	-1.9%	10.8%	-2.8%	2.5	-3.3%	51	i	0.2%	-0.2%	45.6	3.7%
Cc1c(Br)c(=O)oc2cc(OCC(=O)N3C[C@H]4C[C@@H](C3)c3cccc(=O)n3C4)ccc12	-1.4%	7.1%	-1.9%	2.2	-19.5%	88	i	-0.8%	-0.1%	31.1	-3.4%[20 µM]
COc1ccc(Cl)cc1C(=O)C1CCCN(CCO)C1 (stereo not drawn)	5.8%	-4.6%	2.1%	-1.6	-4.0%	52	i	-0.4%	0.1%	48.3	-20.6%
C[C@@]1(CO)[C@H](O)CC[C@@]2(C)[C@H]1CC[C@H]1C[C@@H]3C[C@@]12CC[C@]3(O)CO	5.6%	-6.0%	-2.6%	nt	6.7%	nt	i	0.7%	-0.2%	11.2	-2.6%
CC(=NCC1CCCO1)c1c(O)n(-c2ccccc2)c(=O)[nH]c1=O (stereo not drawn)	2.5%	9.0%	-11.7%	4.6	-13.3%	39	i	0.2%	0.1%	39.0	-39.5%
COc1ccccc1OP(=O)(Nc1ccc(Br)cc1)Oc1ccccc1OC	-2.6%	7.0%	-5.0%	14.5	-5.6%	67	i	-0.4%	-0.3%	64.4	-44.6%[20 µM]
CN(C)C(=O)Oc1ccc(-c2cn3cc(Cl)ccc3n2)cc1	6.0%	-1.0%	-0.2%	2.4	1.4%	69	i	-0.7%	0.3%	51.7	-29.1%
O=[N+]([O-])c1ccc(N2CCCCCC2)c2nonc12	-134.1%	18.8%	-5.1%	-1.9	20.1%	50	nt	-1.0%	0.3%	nt	12.6%[20 µM]
Cc1ccccc1C(=O)NC(Oc1ccccc1)C(Cl)(Cl)Cl (stereo not drawn)	-3.7%	-10.4%	8.7%	-0.7	12.0%	57	i	-1.2%	0.7%	3.8	11.3%
C=C(C)Cn1c(=O)n(CC2CS2)c2ccccc21 (stereo not drawn)	4.7%	-0.3%	1.3%	1.7	12.6%	45	i	-1.0%	-0.1%	32.4	3.3%
Cc1ccc(N=Cc2c(O)n(C)c(=O)n(C)c2=O)cc1	6.7%	6.7%	2.7%	0.0	14.7%	59	i	-0.5%	-0.2%	60.3	-18.1%
COc1ccc(NP(=O)(Oc2ccc(Cl)cc2)Oc2ccc(Cl)cc2)cc1OC	-4.8%	4.9%	3.7%	13.2	5.6%	91	i	-1.1%	-0.2%	18.3	7.7%
C=CCSc1nc2c(c(-c3ccsc3)c1C#N)CN(C)CC2	-8.0%	-11.2%	5.7%	-0.7	-5.0%	55	i	0.2%	0.3%	56.7	-8.3%
O=C1CN(C(=O)COC(=O)Cc2ccccc2)c2ccccc2N1	-5.2%	8.2%	-0.9%	-1.1	4.7%	32	i	0.3%	-0.4%	20.9	-9.1%
CCOC(=O)C(O)(c1ccc(N=c2ccccn2C)cc1)C(F)(F)F (stereo not drawn)	-6.9%	-7.3%	0.5%	-0.6	-1.9%	52	i	-0.2%	-0.1%	24.8	27.9%
c1cncc(CNCCc2c[nH]c3ccccc23)c1	-2.0%	-4.1%	-2.2%	-1.1	-0.5%	70	i	0.6%	-0.2%	46.7	1.3%

No new results follow: an excerpt of the list.
Structure	PhoP inhibition	GPR35 antagonists	KOR beta-arrestin-2	NTR1 ag	GPR55 antagonists	NTR1 ag cell count 20 µM	T cell modulator	West Nile virus CPE	GPR55 activation	T cell modulator vesicle-bound %	KOR beta-arrestin-1
CCOC(=O)C(O)(c1ccc(N=c2ccccn2C)cc1)C(F)(F)F (stereo not drawn)	-6.9%	-7.3%	0.5%	-0.6	-1.9%	52	i	-0.2%	-0.1%	24.8	27.9%
c1cncc(CNCCc2c[nH]c3ccccc23)c1	-2.0%	-4.1%	-2.2%	-1.1	-0.5%	70	i	0.6%	-0.2%	46.7	1.3%
